TcdB GH inh – blocks C. difficile toxin B glycohydrolase activity | 0.24% of 350,000 active | P18177 | inhibition, % at 9.99 µM | TcdB glycohydrolase enzymatic assay, plate reader; in the data active means inhibition above about 10%
An asterisk follows results filed as active. An excerpt; count on the stated rates, not on these rows.

A first look (five entries):
item	compound	TcdB GH inh
1	COc1ccc(S(=O)(=O)Nc2ccc3c(c2)CC(=O)N([C@H](C)CO)C[C@H](C)[C@@H](CN(C)S(=O)(=O)c2ccc(Cl)cc2)O3)cc1	4.7
2	COc1ccc(C#Cc2cnc3c(c2)C(=O)N([C@H](C)CO)C[C@@H](C)[C@H](CN(C)C(=O)c2ccccc2F)O3)cc1	0.3
3	C[C@@H]1CCCCO[C@@H](CN(C)S(=O)(=O)c2ccc(F)cc2)[C@@H](C)CN([C@@H](C)CO)C(=O)c2cc(NS(=O)(=O)c3cn(C)cn3)ccc2O1	-2.1
4	C[C@@H]1CCCCO[C@H](CN(C)S(=O)(=O)c2ccc(F)cc2)[C@@H](C)CN([C@@H](C)CO)C(=O)c2cc(NS(=O)(=O)c3ccc(Cl)cc3)ccc2O1	0.4
5	CCCC#Cc1ccc([C@@H]2[C@@H](CO)N(S(=O)(=O)c3cccc(F)c3)[C@H]2C#N)cc1	-0.3

The listing, from the first entry:
item	compound	TcdB GH inh
1	COc1ccc(S(=O)(=O)Nc2ccc3c(c2)CC(=O)N([C@H](C)CO)C[C@H](C)[C@@H](CN(C)S(=O)(=O)c2ccc(Cl)cc2)O3)cc1	4.7
2	COc1ccc(C#Cc2cnc3c(c2)C(=O)N([C@H](C)CO)C[C@@H](C)[C@H](CN(C)C(=O)c2ccccc2F)O3)cc1	0.3
3	C[C@@H]1CCCCO[C@@H](CN(C)S(=O)(=O)c2ccc(F)cc2)[C@@H](C)CN([C@@H](C)CO)C(=O)c2cc(NS(=O)(=O)c3cn(C)cn3)ccc2O1	-2.1
4	C[C@@H]1CCCCO[C@H](CN(C)S(=O)(=O)c2ccc(F)cc2)[C@@H](C)CN([C@@H](C)CO)C(=O)c2cc(NS(=O)(=O)c3ccc(Cl)cc3)ccc2O1	0.4
5	CCCC#Cc1ccc([C@@H]2[C@@H](CO)N(S(=O)(=O)c3cccc(F)c3)[C@H]2C#N)cc1	-0.3
6	COc1ccccc1C(=O)Nc1ccc2c(c1)OC[C@H](C)N(C)C[C@@H](C)[C@H](OC)CN(C)C2=O	-0.4
7	C[C@@H]1CN([C@H](C)CO)C(=O)c2c(c3ccccc3n2C)-c2ccccc2CO[C@@H]1CN(C)C(=O)Nc1ccnc(N2CCOCC2)c1	0.2
8	O=C(Nc1ccc(F)cc1)N[C@H]1CC[C@H](CCNC(=O)c2ccccc2F)O[C@@H]1CO	0.6
9	C[C@@H]1CN([C@@H](C)CO)C(=O)Cc2cc(NC(=O)C3CCCCC3)ccc2O[C@H]1CN(C)Cc1ccncc1	0.0
10	C[C@H]1CCCCO[C@@H](CN(C)C(=O)NC2CCCCC2)[C@@H](C)CN([C@@H](C)CO)C(=O)c2cc(N(C)C)ccc2O1	-29
11	C=CC[C@]1(C(=O)OC)COC(c2ccc(OCCCO)cc2)=N1	0.6
12	COc1ccc(S(=O)(=O)N(C)C[C@H]2Oc3ccc(NC(=O)CCCCCC(=O)Nc4ccccc4N)cc3C(=O)N([C@H](C)CO)C[C@H]2C)cc1	0.9
13	OC[C@@H]1[C@H](c2ccc(-c3cccnc3)cc2)[C@@H]2CN(Cc3ccccn3)CCCCN12	-1.2
14	C[C@@H]1CN([C@H](C)CO)C(=O)c2cc(NC(=O)c3ccncc3)ccc2O[C@@H](C)CCCCO[C@H]1CN(C)S(=O)(=O)c1ccc(Cl)cc1	1.6
15	C[C@@H]1CN([C@@H](C)CO)C(=O)c2cc(NS(C)(=O)=O)ccc2O[C@H]1CN(C)C(=O)Nc1cccc2ccccc12	-0.4
16	C/C=C/c1ccc2c(c1)O[C@@H](CN(C)Cc1ccccc1F)[C@H](C)CN([C@@H](C)CO)S2(=O)=O	1.0
17	O=C(C[C@@H]1C[C@@H]2c3cc(NC(=O)C4CCOCC4)ccc3O[C@@H]2[C@@H](CO)O1)NCc1ccccc1F	-1.4
18	C[C@@H]1CN([C@H](C)CO)C(=O)c2cccc(NS(C)(=O)=O)c2O[C@@H]1CN(C)C(=O)Nc1ccccc1	-0.4
19	O=C(N[C@H]1CC[C@@H](CC(=O)N2CCC(Cc3ccccc3)CC2)O[C@H]1CO)c1cnccn1	0.4
20	Cc1cccc(-c2ccc([C@H]3[C@H]4CN(S(=O)(=O)c5cccc(C)c5)CCCCN4[C@H]3CO)cc2)c1	-0.3
21	Cc1noc(C)c1NC(=O)Nc1ccc2c(c1)C(=O)N([C@@H](C)CO)C[C@@H](C)[C@H](CN(C)Cc1ccccc1)O2	-0.8
22	O=C(C1CCCC1)N1CCCCN2[C@@H](CO)[C@@H](c3ccc(C#CC4(O)CCCC4)cc3)[C@@H]2C1	-1.1
23	O=C(C[C@@H]1CC[C@H]2[C@@H](COC[C@H](O)CN2Cc2ccccc2)O1)N[C@@H]1CCN(Cc2ccccc2)C1	-2.0
24	C[C@@H]1CN([C@H](C)CO)C(=O)c2cc(-c3cccc(F)c3)cnc2O[C@H]1CN(C)C(=O)Nc1ccccc1F	0.7
25	C[C@@H]1CN([C@@H](C)CO)C(=O)c2cc(NS(=O)(=O)c3cccs3)ccc2O[C@@H]1CN(C)S(=O)(=O)c1ccccc1	0.5
26	CNC[C@H]1OCCCC[C@H](C)Oc2ccc(NS(=O)(=O)c3ccc(Cl)cc3)cc2C(=O)N([C@@H](C)CO)C[C@H]1C	-1.4
27	C[C@@H]1CN([C@@H](C)CO)C(=O)Cc2cc(NC(=O)Cc3cn(C)c4ccccc34)ccc2O[C@H]1CN(C)C(=O)Nc1ccccc1	-0.8
28	C[C@@H]1CN([C@H](C)CO)C(=O)c2cc(NS(=O)(=O)c3cccs3)ccc2O[C@@H]1CN(C)C(=O)Nc1cccc2ccccc12	-0.5
29	C[C@H]1CN([C@@H](C)CO)C(=O)c2cc(NS(C)(=O)=O)ccc2O[C@H]1CN(C)Cc1ccc(Oc2ccccc2)cc1	1.2
30	CCCN(C)C[C@H]1Oc2ncc(C#CC3CCCCC3)cc2C(=O)N([C@H](C)CO)C[C@@H]1C	-3.1
31	CO[C@@H]1CN(C)C(=O)c2cc(NC(=O)C3CCOCC3)ccc2OC[C@H](C)N(CC2CC2)C[C@@H]1C	-0.3
32	O=C(C[C@H]1C=C[C@H](NC(=O)c2ccccc2)[C@H](CO)O1)NCCc1ccncc1	-0.9
33	C[C@@H]1CN([C@H](C)CO)C(=O)c2cccc(NS(=O)(=O)c3ccc(F)cc3)c2O[C@H]1CN(C)S(=O)(=O)c1ccc(Cl)cc1	-0.3
34	O=C1CN(S(=O)(=O)Cc2ccccc2)C[C@@H]2[C@@H](c3ccc(C#Cc4cccnc4)cc3)[C@H](CO)N12	0.5
35	COc1ccc(NC(=O)Nc2cccc3c2O[C@@H](CN(C)C(=O)NC(C)C)[C@H](C)CN([C@@H](C)CO)C3=O)cc1	0.0
36	O=C(Cc1ccccn1)N[C@H]1C=C[C@@H](CC(=O)N2CCCCC2)O[C@H]1CO	-2.9
37	N#C[C@@H]1[C@@H](c2ccc(C3=CCCC3)cc2)[C@@H](CO)N1C(=O)NC1CCCC1	-0.4
38	CCC(=O)N1[C@@H]2Cn3c(ccc(-c4ccccc4)c3=O)[C@H]1[C@@H](C(=O)N1CCN(C)CC1)[C@@H]2CO	1.9
39	C[C@H](CO)N1C[C@H](C)[C@@H](CN(C)S(C)(=O)=O)Oc2cc(-c3ccccc3F)ccc2S1(=O)=O	-1.7
40	CCS(=O)(=O)N1CC2(C1)[C@H](c1ccccc1)[C@@H](CO)N2Cc1ccc(F)cc1	0.5
41	Cn1cnc(CCNC(=O)C[C@H]2CC[C@@H]3[C@H](COC[C@H](O)CN3C(=O)Nc3ccc(Cl)cc3)O2)c1	0.6
42	C[C@H]1CN([C@@H](C)CO)C(=O)c2cccc(NC(=O)c3ccncc3)c2O[C@@H]1CN(C)S(C)(=O)=O	0.6
43	CN1CCN(C(=O)C[C@@H]2CC[C@@H]3[C@H](COC[C@H](O)CN3C(=O)c3ccc(F)cc3)O2)CC1	1.2
44	C[C@@H]1CN([C@H](C)CO)C(=O)c2cc(C#Cc3ccccn3)cnc2O[C@H]1CN(C)Cc1cncnc1	-0.5
45	O=C([C@@H]1[C@@H](CO)[C@@H]2Cn3c(cccc3=O)[C@H]1N2Cc1ccccc1)N1CCCCC1	-1.4
46	COC(=O)C[C@@H]1C[C@H]2c3cc(NC(=O)NC4CCCCC4)ccc3O[C@H]2[C@H](CO)O1	-1.0
47	C[C@@H]1CN([C@H](C)CO)C(=O)c2cc(NC(=O)c3ccncc3)ccc2O[C@@H]1CN(C)Cc1ccc(C(=O)Nc2ccccc2N)cc1	-0.2
48	C[C@@H]1CN([C@@H](C)CO)C(=O)c2cc(NC(=O)NC3CCCCC3)ccc2O[C@H]1CN(C)C(=O)Nc1ccccc1	1.3
49	OC[C@@H]1[C@H](c2ccc(-c3ccccc3F)cc2)[C@H]2CN(Cc3cncnc3)CCCCN12	-0.6
50	CCS(=O)(=O)Nc1ccc2c(c1)C(=O)N(C)[C@@H]1CC[C@@H](CC(=O)Nc3ccccc3)O[C@H]1CO2	-0.6
51	C[C@H](CO)N1C[C@H](C)[C@@H](CN(C)C(=O)Nc2ccccc2F)Oc2ncc(-c3cccc(F)c3)cc2C1=O	0.6
52	COCC(=O)N1[C@H](C#N)[C@H](c2ccc(-c3cccnc3)cc2)[C@@H]1CO	-0.1
53	O=C(N[C@@H]1C=C[C@@H](CC(=O)N2CCCCC2)O[C@H]1CO)c1cccc(F)c1	-1.9
54	O=C(C[C@H]1CC[C@H]2[C@@H](COC[C@H](O)CN2S(=O)(=O)c2ccccc2)O1)NCC1CCCCC1	-2.3
55	COC(=O)[C@H]1[C@H](CO)[C@H]2Cn3c(ccc(C4=CCCC4)c3=O)[C@H]2N1C(=O)C1CC1	-1.4
56	C[C@@H]1CN([C@@H](C)CO)C(=O)c2cc(-c3cccc(C#N)c3)cnc2O[C@H]1CN(C)Cc1ccc(F)cc1	1.3
57	CCCN1C[C@H](C)[C@H](OC)CN(C)C(=O)c2cc(NS(=O)(=O)c3cn(C)cn3)ccc2OC[C@@H]1C	-0.1
58	C[C@H]1CN([C@@H](C)CO)C(=O)c2cc(NS(=O)(=O)c3cn(C)cn3)ccc2O[C@@H]1CN(C)Cc1ccc(C(F)(F)F)cc1	-22
59	C[C@@H]1CN([C@@H](C)CO)C(=O)c2cc(NC(=O)Nc3ccccc3)ccc2O[C@@H]1CN(C)Cc1ccc(-c2ccccc2)cc1	1.1
60	CCCNC(=O)[C@H]1[C@H](CO)[C@H]2Cn3c(ccc(C4=CCCC4)c3=O)[C@H]2N1CCC(F)(F)F	0.5

An excerpt from above in order of count of non-hydrogen atoms, highest first:
item	compound	TcdB GH inh
58	C[C@H]1CN([C@@H](C)CO)C(=O)c2cc(NS(=O)(=O)c3cn(C)cn3)ccc2O[C@@H]1CN(C)Cc1ccc(C(F)(F)F)cc1	-22
54	O=C(C[C@H]1CC[C@H]2[C@@H](COC[C@H](O)CN2S(=O)(=O)c2ccccc2)O1)NCC1CCCCC1	-2.3
46	COC(=O)C[C@@H]1C[C@H]2c3cc(NC(=O)NC4CCCCC4)ccc3O[C@H]2[C@H](CO)O1	-1.0

Continued:
item	compound	TcdB GH inh
61	COc1ccc(NC(=O)N(C)C[C@H]2Oc3ccc(N(C)C)cc3C(=O)N([C@@H](C)CO)C[C@@H]2C)cc1	-9.4
62	CNC[C@@H]1Oc2c(NC(=O)c3ccncc3)cccc2C(=O)N([C@@H](C)CO)C[C@H]1C	-0.1
63	C[C@@H]1CCCCO[C@@H](CN(C)C(=O)Nc2ccccc2)[C@@H](C)CN([C@@H](C)CO)C(=O)c2cc(NC(=O)NC3CCCCC3)ccc2O1	0.0
64	CCCNC(=O)N1CC2(CCN(C(=O)C3CC3)CC2)c2c([nH]c3cc(OC)ccc23)[C@@H]1CO	1.2
65	C[C@@H]1CN([C@H](C)CO)C(=O)Cc2cc(NC(=O)C3CC3)ccc2O[C@@H]1CN(C)C(=O)Nc1ccccc1	1.0
66	C[C@@H]1CN([C@H](C)CO)C(=O)c2cc(NC(=O)C3CCCCC3)ccc2O[C@@H](C)CCCCO[C@@H]1CN(C)Cc1ccccc1	-0.3
67	C[C@H]1CN([C@@H](C)CO)C(=O)CCCn2cc(nn2)CO[C@@H]1CN(C)Cc1ccccc1	-0.3
68	C[C@@H]1CN([C@@H](C)CO)C(=O)c2c(c3ccccc3n2C)-c2ccccc2CO[C@@H]1CN(C)Cc1ccc2c(c1)OCCN2C	1.0
69	COc1cccc(NC(=O)N[C@H]2CC[C@H](CC(=O)N3CCN(C)CC3)O[C@H]2CO)c1	-0.3
70	C[C@H]1CN([C@@H](C)CO)C(=O)c2cccc(NC(=O)C3CCCCC3)c2O[C@@H]1CN(C)C(=O)Nc1ccc2c(c1)OCO2	0.6
71	CCCC#Cc1cnc2c(c1)C(=O)N([C@H](C)CO)C[C@@H](C)[C@H](CN(C)CCC)O2	0.8
72	CCC(=O)N1[C@H](CO)[C@H](c2ccccc2)C12CN(C(=O)Cc1ccccc1)C2	-1.5
73	C[C@@H]1CN([C@@H](C)CO)C(=O)c2cc(C#Cc3cccnc3)cnc2O[C@@H]1CN(C)C	0.4
74	CCC(=O)N(C)C[C@H]1Oc2cc(-c3ccccc3)ccc2S(=O)(=O)N([C@H](C)CO)C[C@@H]1C	-0.1
75	Cc1noc(C)c1NC(=O)N(C)C[C@H]1Oc2ccc(NC(=O)CCCN(C)C)cc2CC(=O)N([C@@H](C)CO)C[C@@H]1C	0.5
76	CN(C)CC#Cc1ccc([C@H]2[C@H](CO)N3C(=O)CN(C(=O)Cc4ccccc4)C[C@@H]23)cc1	-0.3
77	C[C@H](CO)N1C[C@H](C)[C@@H](CN(C)C(=O)NC2CCCCC2)Oc2ccc(NC(=O)CCCN(C)C)cc2C1=O	-1.8
78	C[C@@H]1CN([C@@H](C)CO)C(=O)Cc2cc(NC(=O)CCN3CCOCC3)ccc2O[C@@H]1CN(C)Cc1ccccc1	0.3
79	CC(C)NC(=O)N[C@@H]1CC[C@H](CCNS(=O)(=O)c2ccc(Cl)cc2)O[C@H]1CO	1.2
80	C[C@@H]1CN([C@H](C)CO)C(=O)c2cc(NC(=O)Cn3cnnn3)ccc2O[C@H]1CN(C)S(=O)(=O)c1ccccc1	-0.2
81	CNC[C@H]1OCc2ccccc2-c2ccccc2C(=O)N([C@H](C)CO)C[C@@H]1C	-1.2
82	CO[C@@H]1CN(C)C(=O)c2cc(NS(=O)(=O)c3ccccc3)ccc2OC[C@H](C)N(Cc2cccnc2)C[C@H]1C	-1.6
83	COc1ccc(CN(C)C[C@@H]2Oc3c(NS(=O)(=O)c4ccc(C)cc4)cccc3C(=O)N([C@H](C)CO)C[C@H]2C)cc1	-0.5
